Screening data as filed in PubChem BioAssay.
HePTP inh – blocks human HePTP tyrosine phosphatase; recombinant HePTP phosphatase activity, OD absorbance; inhibition, % at 20 µM; 110,000 compounds, 0.64% hits; in the data active means inhibition above about 50%;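 further: plate controls were vehicle for no effect and reference inhibitor for full effect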
BAP1 inh – human BAP1 deubiquitinase inhibition | recombinant BAP1, Ub-AMC hydrolysis fluorescence kinetic; stronger effect = lower value | 72,000 compounds, 0.48% hits | activity remaining (% of control), % at 20 µM | AID 436 | Q92560;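 active means activity remaining at or below 50% of control, provided the compound also passes the data quality filters; inactive means the rest, including low values that fail the filters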;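 further: 100% = DMSO wells rate and 0% = substrate alone blank rate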
Target sequence (Q92560 whole entry, looked up): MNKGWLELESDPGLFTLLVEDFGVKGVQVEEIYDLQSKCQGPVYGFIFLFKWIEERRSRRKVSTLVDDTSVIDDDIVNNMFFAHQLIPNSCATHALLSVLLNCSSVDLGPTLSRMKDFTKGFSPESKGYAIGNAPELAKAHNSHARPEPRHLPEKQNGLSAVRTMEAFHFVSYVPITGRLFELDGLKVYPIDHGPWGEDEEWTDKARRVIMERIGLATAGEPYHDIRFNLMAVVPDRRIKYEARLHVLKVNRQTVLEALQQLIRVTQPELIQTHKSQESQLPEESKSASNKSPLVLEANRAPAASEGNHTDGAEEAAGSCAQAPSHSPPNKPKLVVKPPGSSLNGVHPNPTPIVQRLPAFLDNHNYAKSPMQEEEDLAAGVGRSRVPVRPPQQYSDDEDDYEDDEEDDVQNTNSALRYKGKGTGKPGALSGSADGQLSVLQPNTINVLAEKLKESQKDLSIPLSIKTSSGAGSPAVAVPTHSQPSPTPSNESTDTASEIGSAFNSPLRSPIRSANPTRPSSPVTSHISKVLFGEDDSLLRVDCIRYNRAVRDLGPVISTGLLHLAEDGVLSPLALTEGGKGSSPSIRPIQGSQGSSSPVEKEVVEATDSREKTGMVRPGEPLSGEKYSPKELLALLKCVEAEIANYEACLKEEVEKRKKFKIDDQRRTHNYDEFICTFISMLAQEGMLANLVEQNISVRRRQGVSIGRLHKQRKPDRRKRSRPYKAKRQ
Numbers without * were called inactive; . = not tested or not shown; & = joins results of further samples.

canonical_smiles,HePTP inh,BAP1 inh
CC(=O)OC1c2c(ccc3ccc(=O)oc23)OC(C)(C)C1OC(=O)CC(C)C (stereo not drawn),4,42*
COc1cc(/C=C/c2nc3ccccc3c(=O)[nH]2)ccc1O,4,.
CCN1C(=O)CSc2ccc(C(=O)NC3CCCCC3)cc21,-1,87
CSc1nsc(NC(=O)Cc2ccccc2)n1,2,67
c1coc(CNc2ncnc3ccccc23)c1,8,123
CC(=O)Nc1c(C)ccc2c1C(C)CC21CCCC1 (stereo not drawn),104*,.
CCOc1ccccc1Nc1nnc(C)c(=O)[nH]1,-4,.
O=c1c2[nH]c3ccc(Br)cc3c2ncn1CCCn1ccnc1,3,94
CCOc1ncccc1C(=O)Nc1ccc(Cl)cc1,11,89
CSCCC1NC2(C(=O)Nc3ccc(Cl)cc32)[C@@H]2C(=O)N(C3CCCC3)C(=O)[C@H]12 (stereo partly drawn),5,94
COc1cc(C(=O)N2CCC(n3cnc4cc(F)ccc43)CC2)cc(OC)c1OC,9,100
Cc1cc(C(=O)Nc2ccc(N3CCOCC3)cc2)ccc1[N+](=O)[O-],3,.
Cc1ccc(N2C(=O)NC(=O)/C(=C\c3cccs3)C2=O)cc1C,0,.
On1cnnc1-c1ccccc1,-1,95
O=C(O)CC(Sc1nc2sc3c(c2c(=O)[nH]1)CCCC3)C(=O)O (stereo not drawn),.,70
COc1ccc(CNC(=O)c2cc(-c3ccccc3OC)on2)cc1,-3,91
Cn1c(/C(C#N)=C/Nc2ccccn2)nc2ccccc21,-10,103
O=C(C1CCCN(Cc2cccnc2)C1)N1CCCCC1 (stereo not drawn),11,99
C=CCN1C(=O)/C(=C\c2cccc(Cl)c2)C(=O)NC1=S,7,.
O=C1C(=O)N(c2ncc(S(=O)(=O)c3ccc([N+](=O)[O-])cc3)s2)C(c2ccc(F)cc2)/C1=C(\O)c1ccc(Cl)cc1 (stereo not drawn),12,.
c1nc2sc3c(c2c2nnnn12)CCC3,6,75
COc1cc(OC)c(C#N)c(S(=O)Cc2ccccc2)c1 (stereo not drawn),-4,80
Fc1cc(F)c2nc(N3CCCCC3)sc2c1,3,113
CCOc1cc(/C=C2\SC(N3CCC(C)CC3)=NC2=O)ccc1O,-6,.
Cc1ccc(Cn2c(=N)n(CC(O)c3ccco3)c3ccccc32)cc1 (stereo not drawn),11,103
COc1ccc(N(CC(=O)Nc2cc(C)cc(C)c2)S(C)(=O)=O)cc1Cl,5,.
CCOC(=O)c1sc(NC(=O)C2C3C=CC(C3)C2C(=O)O)nc1C (stereo not drawn),.,257
CN1CCN(CCOCCOc2cccc3ccccc23)CC1,6,.
CCOc1ccc(C(CC(=O)O)NC(=O)COc2ccccc2)cc1 (stereo not drawn),0,99
COC(=O)C1=C(C)NC(=O)/C1=C\c1ccc(OC)cc1,6,.

The listing continues.
canonical_smiles,HePTP inh,BAP1 inh
COc1ccc(Cl)cc1NC(=O)C1=C(C)NC(=O)NC1c1ccccc1Br (stereo not drawn),0,.
CC(=O)Nc1nc(-c2cc(C)ccc2C)cs1,6,.
Cc1cc(=O)[nH]c(SCC(=O)NCc2ccco2)n1,26,97
CCn1c(SCC(=O)OC)nc2sc3c(c2c1=O)CCC3,18&17,.
CCOC(=O)C1=C(O)/C(=C/c2cccc([N+](=O)[O-])c2)N=C1C,-3,.
Cn1c(COc2ccccc2)nnc1SCCN1CCOCC1,8,85
O=C(NCCN1CCOCC1)c1ccc(CS(=O)(=O)c2c(Cl)cccc2Cl)o1,4,91
Cc1cc(-c2ccccc2)n(-c2cc(N3CCOCC3)ncn2)n1,.,212
Cc1cc(C)nc(SCC(=O)N2c3ccccc3CCc3ccccc32)n1,5,.
CCc1ccc(-c2cc(C(=O)O)c3cc(Br)ccc3n2)s1,7,.
CCNC(=O)c1c(O)c2ccccc2[nH]c1=O,-4,100
Cc1ccc(N(CC(=O)Nc2cccc(C(F)(F)F)c2)S(=O)(=O)c2ccc(F)cc2)cc1,3,.
Cc1ccc(-n2c(N)c(C(=O)N3CCOCC3)sc2=S)cc1,2,116
O=C(N=Nc1c(O)[nH]c2ccc([N+](=O)[O-])cc12)c1ccc2c(c1)OCO2,102*,.
Cc1cc(Br)ccc1NC(=O)Cn1cnc2c1c(=O)n(C)c(=O)n2C,1,.
COc1ccc(N/C(=N\c2nc(C)cc(C)n2)NC(C)=O)cc1OC,12,102
CC(O)Cn1c2ccc(Cl)cc2c2cc(Cl)ccc21 (stereo not drawn),-8,.
CCOC(=O)CSc1nc2ccccc2c(=O)n1CC1CCC(C(=O)NCc2ccco2)CC1 (stereo not drawn),-2,86
Nc1cccc(C(=O)Nc2ccc(C(=O)O)cc2)c1,9,.
N#Cc1ccc(CSc2nnc(-c3cccs3)n2-c2ccccc2)cc1,-2,66
Cc1ccc(C)c(NC(=O)c2cccc(Cl)c2)c1,5,.
COc1ccc(C)cc1S(=O)(=O)NC1CCCCC1,-3,91
COC(=O)c1c(NC(=O)c2ccc(C)cc2)sc2c1CCCCC2,-11,.
CCC(=O)Nc1cccc(NC(=O)c2ccc(C(C)(C)C)cc2)c1,-3,.
N#Cc1nc(-c2ccco2)oc1N1CCc2ccccc2C1,-10,.
Nc1nc(SCC(=O)OCc2ccccc2)[nH]c(=O)c1NC(=O)c1ccco1,1,97
O=C(/C=C/Nc1ccccc1NS(=O)(=O)c1ccccc1)c1ccc2c(c1)OCO2,-10,.
COc1ccc(OC)c(C=NN2CCN(Cc3ccc(C)cc3C)CC2)c1,-6,.
COc1ccc(Cl)cc1C(=O)Nc1cc(C)on1,-2,.
CCOc1cc(C2C(C(=O)c3ccccc3)=C(C(=O)OC)Nc3nnnn32)ccc1O (stereo not drawn),-1,123

Later entries
canonical_smiles,HePTP inh,BAP1 inh
COc1ccc(C=C2C(=O)N(C)C(=O)N(C)C2=O)c(OC)c1OC,-17,.
CCOC(=O)c1ccc(Nc2nc(-c3cc4cc(OC)ccc4oc3=O)cs2)cc1,.,54
O=[N+]([O-])c1ccccc1NCCNS(=O)(=O)c1ccc(Cl)cc1,3,.
Cc1nc2ccc(C(=O)O)cc2c2c1CC(C)O2 (stereo not drawn),6,.
O=C1CCCc2nc3nc4ccccc4n3cc21,15,104
CN(C)/C=C1\C(=O)N/C(=C/c2ccc(Br)cc2)C1=O,6,.
O=C(O)c1ccccc1C(=O)NCC(O)COCC1CC=CCC1 (stereo not drawn),1,94
O=C(Nc1cccnc1)c1cccc(S(=O)(=O)N2CCCCC2)c1,2,.
CCOc1ccc(NS(=O)(=O)c2ccc3c(c2)oc(=O)n3C)cc1,-8,.
COc1ccc(CC(=O)OCN2C(=O)c3ccccc3C2=O)cc1,8,64
CC(C)c1cc(C(=O)O)on1,-3,95
COc1ccccc1NC(=O)c1cnc2n(c1=O)CCS2,9,98
CC(C)CC(=O)NC(NC(=S)Nc1ccccc1Br)C(Cl)(Cl)Cl (stereo not drawn),-4,.
CCn1c(SCC(=O)NCC2CCCO2)nnc1-c1c[nH]c2ccccc12 (stereo not drawn),5,90
CCC/C(C(=O)OCC)=C(/C)NCCN/C(C)=C(\CCC)C(=O)OCC,3,.
CC(=O)C(Cc1ccccc1)S(=O)(=O)c1ccc([N+](=O)[O-])cc1 (stereo not drawn),-4,.
COCCN1C(=O)C(=O)/C(=C(/O)c2ccccc2)C1c1ccc(OC)cc1OC (stereo not drawn),2,.
CC(C)CCOC(=O)C1[C@H]2C(=O)N(Cc3cccs3)C[C@]23C=C[C@H]1O3 (stereo partly drawn),7,71
CC(=O)NC1CC2CCCC(C1)N2S(=O)(=O)c1ccccc1 (stereo not drawn),5,106
O=C(Nc1ccc(Cl)cc1)Nc1ccccc1C(=O)NCc1ccco1,-1,106
CN(C)c1ccc(CC2(CC(=O)c3ccccc3)C(=O)c3ccccc3C2=O)cc1,-7,.
COc1ccccc1N1CCN(C(=O)c2ccc(OC)c([N+](=O)[O-])c2)CC1,6,.
Cc1nnc(NC(=O)C(C)C)s1,.,121
COc1ccc(C(=O)/C=C/Nc2c(C)n(C)n(-c3ccccc3)c2=O)cc1OC,0&7,68
Cc1cc(Br)cc2c1NC(=O)C21OCCO1,7,.
CCOCC(O)CS(=O)(=O)c1ccccn1 (stereo not drawn),6,105
O=C(c1ccco1)N1CCn2c1nc1ccccc12,10,115
O=C(NCCCNC(=O)Nc1ccccc1)Nc1ccccc1,-11,.
Cc1cc(C)nc(NC(=O)NS(=O)(=O)N2CCCCCC2)n1,11,95
CC(=O)Cc1nsc(NC(=O)c2csc3c2CCCC3)n1,10,56

Additional results:
canonical_smiles,HePTP inh,BAP1 inh
COc1cc2c(cc1OC)-c1cc(OCCN3CCOCC3)nc(=O)n1CC2,10,.
O=C(Nc1cc(-c2ccc(F)cc2)[nH]n1)c1cccs1,-1,.
O=C(COc1ccc(Cl)cc1)N1CCN(C(=O)c2ccncc2)CC1,3,.
COC(=O)c1ccc(C(=O)OC)c(NC(=O)CCc2ccc(C)o2)c1,9,60
Cc1cc(NS(=O)(=O)c2ccc(NC(=O)CCN3C(=O)c4ccccc4C3=O)cc2)no1,7,86
O=S(=O)(O)c1nc2ccccc2n1CCOc1ccccc1,4,102
Cc1cccc(N2CCN(C(=O)C(Cl)(Cl)Cl)CC2)c1C,5,.
CCCn1c(=N)n(CCOc2ccc(OC)cc2)c2ccccc21,6,99
CCN(CC)c1nc(N)c2c(N)nc3c(c2c1C#N)CC(c1ccccc1)O3 (stereo not drawn),7,.
CCOC(=O)N1CCN(C(=O)c2ccc3c(c2)sc2nc(-c4ccc(OC)cc4)cn23)CC1,6,97
CC1=NN(c2cccc(Cl)c2)C(=O)/C1=C/C=C/c1cccc([N+](=O)[O-])c1,4,.
COc1ccc(N2C(N)=C(C#N)C(c3cccnc3)C3=C2CC(C)(C)CC3=O)cc1 (stereo not drawn),-9,119
O=C(CSc1nnc(-c2ccco2)n1-c1ccccc1)NCCc1ccccc1,8&12,92
O=C1CN(C(=O)c2cc([N+](=O)[O-])c(N3CCCCC3)c([N+](=O)[O-])c2N2CCCCC2)c2ccccc2N1,6,.
CCn1c(SCCC#N)nnc1-c1ccncc1,6,103
COc1cccc(OCCCCN2CCCCC2)c1,-7,95
CCCCCCCCNC(=O)CCC(=O)O,6,.
c1ccc(-c2nnc(-c3cccc(-c4nnc(-c5ccccc5)o4)c3)o2)cc1,3&2,96
O=C(Nc1cccc(Cl)c1)Nc1nc(-c2ccccc2)cs1,.,121
Cc1ccc(Cn2c(CN3CCOCC3)nc3c2c(=O)[nH]c(=O)n3C)cc1,7,84
O=C(Nc1cccc(F)c1)c1cc(S(=O)(=O)N2CCC(C(=O)O)CC2)ccc1F,-2,84
COc1ccc(-c2nc(CS(=O)CC(=O)NCC3CCCO3)c(C)o2)cc1 (stereo not drawn),-3,96
O=c1c(-c2ccc(Cl)cc2)c(C(F)(F)F)oc2cc(O)ccc12,3,.
O=[N+]([O-])c1ccc2c(c1)S(=O)(=O)N=C2Nc1ccc(Br)cc1,-3,.
COc1ccc(Br)cc1CNC(=O)C1CCCN(c2nc3ccccc3o2)C1 (stereo not drawn),6,89
Cc1cccc(OCC(=O)Nc2ccc(Br)cc2)c1C,-10,.
Cn1c(=O)c2sccc2n2c(CCCC(=O)NCc3ccc4c(c3)OCO4)nnc12,-5,120
Cc1sc(NC(=O)COc2ccc(Cl)cc2Cl)c(C#N)c1C,8,.
COc1ccc2ccccc2c1/C=C1\SC(=S)N(CC(=O)O)C1=O,8,.
C#Cc1cccc(NC(=O)c2ccc(-c3ccccc3)cc2)c1,-10,.

Following part:
canonical_smiles,HePTP inh,BAP1 inh
COc1ccc(OC)c(NC(=O)CSc2nc3ccccc3o2)c1,1,.
COC(=O)c1ccc(COC(=O)c2[nH]c(C)c(C(C)=O)c2C)o1,8,117
CCOc1ccc2oc(C(=O)OCC(=O)NC(=O)NC3CCCC3)c(C)c2c1,-2,.
O=C(O)COc1ccccc1O,3,103
COc1ccccc1N(CCC#N)C(=O)CSc1nc(-c2ccccc2)cn1N,-3,114
CCCOc1cc(CC(=O)NCc2ccco2)ccc1OC,4,72
O=C(Nc1ccc(Br)cc1Br)c1ccccc1F,-2,.
CCCCCCOC(=O)C(C#N)c1nc2ccccc2nc1N1CCOCC1 (stereo not drawn),3,80
COc1ccc(O)c(C(=O)c2cnc3onc(C(C)C)c3c2)c1,-2,.
COc1ccc(C(=O)n2nc(-c3ccco3)nc2SC)cc1OC,5,74
Cc1ccc(NC(=O)CS(=O)CC(=O)Nc2ccc(N3CCOCC3)cc2)cc1Cl (stereo not drawn),-2,95

7 entries from above, reformatted.
HePTP inh	BAP1 inh	compound
-2	.	CCOc1ccc2oc(C(=O)OCC(=O)NC(=O)NC3CCCC3)c(C)c2c1
3	103	O=C(O)COc1ccccc1O
-3	114	COc1ccccc1N(CCC#N)C(=O)CSc1nc(-c2ccccc2)cn1N
4	72	CCCOc1cc(CC(=O)NCc2ccco2)ccc1OC
-2	.	O=C(Nc1ccc(Br)cc1Br)c1ccccc1F
3	80	CCCCCCOC(=O)C(C#N)c1nc2ccccc2nc1N1CCOCC1 (stereo not drawn)
-2	.	COc1ccc(O)c(C(=O)c2cnc3onc(C(C)C)c3c2)c1
